# Compound activity: PubChem BioAssay, several laboratories
# Efflux pump inh: inhibitors of Candida efflux pumps in yeast, primary screen, S. cerevisiae, Nile Red, multiplex; S. cerevisiae Candida pump triplex; inhibition, % at 10 µM; 330,000 tested, 0.44% active;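 active means plate passing quality check with inhibition over a set limit, or well fluorescence over plate mean plus 4 SD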;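 further: Nile Red retained in pooled yeast measured as flow cytometry median fluorescence; 0% = buffer negative control and 100% = Enniatin B positive control; higher means more Nile Red kept so more efflux inhibition; some compounds called inactive have numbers as strong as hits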
# Bcl-xL primary: inhibitors of human Bcl-xL, primary screen, biochemical, fluorescence polarization, HTS | Bcl-2-like protein 1 (Homo sapiens), Q07817 | GST-Bcl-xL / FITC-Bim BH3 peptide fluorescence polarization | inhibition, % at 10.9 µM | 320,000 tested, 0.7% active;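 active means inhibition above the mean of all tested compounds plus 3 SD, cutoff set per campaign, cut at about 30% in these data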;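 further: 0% = DMSO wells and 100% = unlabeled Bim-BH3 peptide competitor; inhibitors lower millipolarization by displacing the labeled peptide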
# Target sequence (Q07817 whole entry, looked up): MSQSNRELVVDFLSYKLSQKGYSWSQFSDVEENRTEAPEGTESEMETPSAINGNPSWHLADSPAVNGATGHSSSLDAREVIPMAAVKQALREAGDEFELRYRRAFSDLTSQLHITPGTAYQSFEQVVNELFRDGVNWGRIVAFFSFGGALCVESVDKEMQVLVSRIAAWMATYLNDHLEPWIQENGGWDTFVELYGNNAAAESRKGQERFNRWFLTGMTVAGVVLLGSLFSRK
# MCL1-BIM inh: inhibitors of MCL1 binding to BIM-BH3, primary screen, biochemical, fluorescence polarization. Induced myeloid leukemia cell differentiation protein Mcl-1 (Homo sapiens), Q07820. GST-MCL1 / FITC-Bim-BH3 fluorescence polarization. inhibition, % at 10.9 µM. 320,000 tested, 0.68% active;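 active means inhibition above the mean inhibition of all tested compounds plus 3 SD, set per campaign, cut at about 40% in these data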;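 further: 0% = DMSO wells and 100% = unlabeled Bim-BH3 peptide control; higher means more loss of mP so more displacement of Bim peptide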
# Target sequence (Q07820 whole entry, looked up): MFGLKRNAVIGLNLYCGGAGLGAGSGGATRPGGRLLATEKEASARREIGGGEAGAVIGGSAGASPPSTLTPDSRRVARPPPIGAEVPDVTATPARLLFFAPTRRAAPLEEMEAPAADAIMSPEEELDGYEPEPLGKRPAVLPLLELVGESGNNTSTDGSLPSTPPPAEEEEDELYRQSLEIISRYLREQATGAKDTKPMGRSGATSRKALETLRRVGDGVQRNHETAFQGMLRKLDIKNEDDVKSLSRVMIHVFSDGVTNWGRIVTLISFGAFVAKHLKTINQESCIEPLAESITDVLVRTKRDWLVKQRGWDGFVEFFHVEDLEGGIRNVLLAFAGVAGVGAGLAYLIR
# GLD-1 TGE inh: GLD-1/TGE RNA complex disruptors, primary screen, biochemical, fluorescence polarization. inhibition, % at 5.96 µM. Female germline-specific tumor suppressor gld-1 (Caenorhabditis elegans), Q17339. 320,000 tested, 0.44% active. purified GLD-1 + fluorescein TGE RNA;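 active means percent inhibition above a per-plate cutoff, the plate mean of test compounds plus 3 SD, cut at about 30% in these data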;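 further: 0% = DMSO wells with GLD-1 and probe and 100% = wells lacking GLD-1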
# PME-1 inh: PME-1 inhibitors via competitive probe labeling, primary screen, biochemical, fluorescence polarization, FP-Rh probe, HTS; Protein phosphatase methylesterase 1 (Homo sapiens), Q9Y570; recombinant PME-1; inhibition, % at 5.9 µM; 320,000 tested, 0.53% active;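 active means inhibition above the campaign mean of all compounds plus 3 SD, cut at about 26% in these data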;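 further: competitive labeling of PME-1 active site by serine hydrolase directed probe; 0% = PME-1 with DMSO and 100% = wells lacking PME-1 enzyme; inhibitors block probe labeling so polarization falls and inhibition rises; many of its hits are not listed in these tables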
# GRK2 aptamer HTS: compounds blocking aptamer binding on GRK2 – biochemical, human GRK2, bead flow cytometry, HTS, primary screen | Beta-adrenergic receptor kinase 1 (Homo sapiens), P25098 | FAM-aptamer displacement from GRK2 | inhibition of aptamer binding, % at 10 µM | 330,000 tested, 0.59% active;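 active means inhibition of aptamer binding above 40%, roughly 3 SD of noise, on plates passing a quality check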;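 further: median bead fluorescence of bound FAM aptamer so fluorescent compounds give negative values; no value below 0 was filed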
# MEX-5 binding: MEX-5 zinc finger RNA-binding disruptors – biochemical, C. elegans, fluorescence polarization, MLPCN library, primary screen | Zinc finger protein mex-5 (Caenorhabditis elegans), Q9XUB2 | MEX-5/FITC-TCR2 RNA binding; hits give low values | 300,000 tested, 0.38% active | activity score (negative = inhibition of binding), % at 10 µM | AID 1832, 2009;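 active means inhibition past about -25% in most replicates, and total fluorescence under double the plate's negative control median, limit read from the data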;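 further: 0% = DMSO and -100% = 5 µM competing unlabeled TCR2 RNA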
# Target sequence (Q9XUB2 whole entry, looked up): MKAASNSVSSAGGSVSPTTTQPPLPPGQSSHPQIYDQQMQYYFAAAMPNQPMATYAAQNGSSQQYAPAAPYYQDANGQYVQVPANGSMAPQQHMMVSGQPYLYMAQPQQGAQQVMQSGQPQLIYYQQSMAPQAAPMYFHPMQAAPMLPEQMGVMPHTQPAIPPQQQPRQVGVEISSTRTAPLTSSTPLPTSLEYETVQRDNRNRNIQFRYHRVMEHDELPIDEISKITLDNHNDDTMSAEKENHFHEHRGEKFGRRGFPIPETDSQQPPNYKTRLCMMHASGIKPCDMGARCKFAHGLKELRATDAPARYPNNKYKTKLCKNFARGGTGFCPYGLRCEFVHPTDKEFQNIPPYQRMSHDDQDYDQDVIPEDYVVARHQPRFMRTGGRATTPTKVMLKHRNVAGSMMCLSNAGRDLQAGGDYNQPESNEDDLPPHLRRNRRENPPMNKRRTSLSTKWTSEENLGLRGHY
# VLA-4 inh: inhibition in human VLA-4 binding assay, primary screen, VLA-4 allosteric modulator project, MLPCN library, flow cytometry, VLA-4 expressing cells. 330,000 tested, 0.2% active. AID 2557, 2010. inhibition, % (about 7 µM as worked out from the volumes in the protocol). Integrin alpha-4 (Homo sapiens), P13612. ligand binding flow cytometry; in the data active means inhibition above about 50%
# Fam108B inh: mouse Fam108B serine hydrolase inhibitors, primary screen, counter-screen for RBBP9 inhibitor project, biochemical, fluorescence polarization | 300,000 tested, 0.33% active | inhibition, % at 9.51 µM | recombinant Fam108B, FP-Rh probe fluorescence polarization;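 active means inhibition above the screen mean inhibition plus 3 SD, computed separately per campaign, cut at about 18% in these data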;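 further: inhibitors lower polarization as less probe binds the enzyme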
# The depositor's hits bear a star; . = not tested or not shown.
(1) O=C(NCC(O)c1ccc2ccccc2c1)c1c(F)cccc1F (stereo not given)
(2) CCc1cc(=O)oc2cc(C)cc(OC(C)C(=O)NCCCN3CCCC3=O)c12 (stereo not given)
(3) CC(C)(C)N(C(=O)Cn1nnc(-c2ccc(F)cc2)n1)C(C(=O)NC1CCCC1)c1ccncc1 (stereo not given)
(4) O=C(Nc1ccc(OC(F)(F)F)cc1)c1ccc(-n2cncn2)nc1
(5) O=C1CCCN1CCCNc1ncccc1[N+](=O)[O-]
(6) O=C(COc1ccc(F)cc1Cl)N1CCN(C(=O)c2cccs2)CC1
(7) CCOC(=O)CSc1nnc(CNC(=O)c2ccc(OC)c(OC)c2)n1C
(8) Cc1cc(-c2ccccc2N)n[nH]1
Assay by compound,1,2,3,4,5,6,7,8
Efflux pump inh,0.0,0.0,0.0,-0.1,0.0,0.0,-0.3,-0.1
Bcl-xL primary,5,2,-1,1,7,.,2,4
MCL1-BIM inh,-3,2,3,7,-4,.,-5,3
GLD-1 TGE inh,-3,12,4,5,13,0,10,-2
PME-1 inh,6,10,3,8,1,.,-4,-4
GRK2 aptamer HTS,0,1,1,2,3,4,0,1
MEX-5 binding,0.3,0.2,-1.0,-0.3,1.5,.,-0.1,2.0
VLA-4 inh,8,10,3,10,11,2,-13,-1
Fam108B inh,-1,1,1,0,1,.,3,-2

# Profiles as entered above. Screens in order: Efflux pump inh	Bcl-xL primary	MCL1-BIM inh	GLD-1 TGE inh	PME-1 inh	GRK2 aptamer HTS	MEX-5 binding	VLA-4 inh	Fam108B inh
# `O=C1CCCN1CCCNc1ncccc1[N+](=O)[O-]` is listed with 0.0	7	-4	13	1	3	1.5	11	1
# `CC(C)(C)N(C(=O)Cn1nnc(-c2ccc(F)cc2)n1)C(C(=O)NC1CCCC1)c1ccncc1` (stereo not given) is listed with 0.0	-1	3	4	3	1	-1.0	3	1
# `CCOC(=O)CSc1nnc(CNC(=O)c2ccc(OC)c(OC)c2)n1C` is listed with -0.3	2	-5	10	-4	0	-0.1	-13	3

# (next part)
(9) CCOc1cc(N2CCOCC2)c(OCC)cc1NC(=O)COc1cccc(Cl)c1
(10) Cc1cc(=O)oc2cc(OCC(=O)NCCc3nc4ccccc4[nH]3)ccc12
(11) COC(=O)c1cn(Nc2ncc(C(F)(F)F)cc2Cl)c(=O)c2ccccc12
(12) O=C(NCCc1c[nH]c2ccccc12)c1cc2ccccc2oc1=O
(13) O=c1cc(CSc2ccccn2)[nH]c(=O)[nH]1
(14) COC(=O)c1[nH]c2cc(OC)ccc2c1NC(=O)CCN1CCN(c2ccccc2)CC1
(15) COc1cc(-c2n[nH]c(=S)n2-c2ccc(C)cc2)cc(OC)c1OC
(16) O=C1N(Nc2ccccc2)C(c2ccc(Br)cc2)C12CCCC2 (stereo not given)
Assay by compound,9,10,11,12,13,14,15,16
Efflux pump inh,-0.2,0.0,-0.1,-0.1,0.0,-0.2,-0.5,0.3
Bcl-xL primary,-2,-1,2,4,6,3,-7,3
MCL1-BIM inh,3,-2,0,3,-4,0,-22,-2
GLD-1 TGE inh,0,-4,5,-1,-10,3,8,6
PME-1 inh,6,-2,-5,1,-6,3,4,-4
GRK2 aptamer HTS,2,4,1,0,0,17,3,0
MEX-5 binding,-2.6,2.7,-1.5,0.2,-0.2,-2.2,0.9,-0.8
VLA-4 inh,22,2,-12,1,0,-5,2,6
Fam108B inh,2,-2,3,0,3,-5,4,4

(17) CC(=O)Nc1sc2c(c1C(N)=O)CCCC2
(18) CCc1nc(N2CCN(C(=S)NCCCOC)CC2)c2c3c(sc2n1)CCCC3
(19) O=C(NCCCN1CCCC1=O)c1c(O)nc2ccccn2c1=O
(20) CNC(=O)COC(=O)/C=C/c1nc2ccccc2s1
(21) CC(NC(=O)NC(N)=O)(C(F)(F)F)C(F)(F)F
(22) Clc1ccc(C(CCN2CCCC2)Cc2ccccc2)cc1 (stereo not given)
(23) CCc1nnc2n1N=C(c1cccc([N+](=O)[O-])c1)CS2
(24) Cc1scc(C(=O)NNC(=S)NCC2CCCO2)c1-c1ccccc1 (stereo not given)
Assay by compound,17,18,19,20,21,22,23,24
Efflux pump inh,0.1,0.1,0.0,0.8,-0.1,0.0,0.0,-0.1
Bcl-xL primary,-2,6,5,2,6,4,-2,4
MCL1-BIM inh,-8,14,1,3,0,4,-3,-3
GLD-1 TGE inh,-2,8,-7,6,4,7,-5,0
PME-1 inh,1,-8,-6,1,3,9,0,9
GRK2 aptamer HTS,0,0,3,1,3,0,1,2
MEX-5 binding,1.0,-1.4,1.2,2.0,1.2,-1.5,-3.0,1.4
VLA-4 inh,6,2,5,9,8,5,1,-2
Fam108B inh,0,6,0,1,2,2,-2,0

(25) CSc1ncccc1C(=O)NC1CCCCCCC1
(26) CCOc1ccc(/C(O)=C2/C(=O)C(=O)N(CCN(CC)CC)C2c2cccs2)cc1 (stereo not given)
(27) CSCCC(NC(=O)C1CCC(C)CC1)C(=O)NCc1ccco1 (stereo not given)
(28) Cc1ccc(NC(=S)Nc2cccc3ccccc23)cc1
(29) CN(C)C(=O)CNC(=O)C1CCCCC1
(30) Cc1nnc(SCCn2c(N3CCC(Cc4ccccc4)CC3)nc3c2c(=O)[nH]c(=O)n3C)s1
(31) O=C(Nc1ccccc1C(=O)N1CCCC1)c1ccccc1
(32) FC(F)(F)c1ccc(CN2C[C@@H]3C(c4ccc(Cl)nc4)C4(c5ccccc5)CC3(C4)[C@H]2c2ccccc2)cc1 (stereo not given in full)
Assay by compound,25,26,27,28,29,30,31,32
Efflux pump inh,-0.4,0.1,-0.1,0.4,-0.1,0.0,-0.1,0.1
Bcl-xL primary,-5,-2,6,8,8,2,0,-3
MCL1-BIM inh,-5,-2,-2,19,9,-2,2,-4
GLD-1 TGE inh,5,-1,8,5,-3,-1,8,1
PME-1 inh,-6,2,5,2,4,-1,0,0
GRK2 aptamer HTS,3,0,2,2,0,0,0,4
MEX-5 binding,-1.3,1.6,-3.6,-2.1,-2.0,-0.7,-1.7,1.1
VLA-4 inh,29,3,13,-16,9,2,5,13
Fam108B inh,-2,-1,2,-2,-1,4,0,1

(33) CCn1c(SC)nc(O)c(C(c2ccc(OC)c(O)c2)c2c(O)nc(SC)n(CC)c2=O)c1=O
(34) c1ccc(-c2nccc3ccccc23)cc1
(35) COc1ccc(N2CCN(C(=O)CSc3nc4[nH]ncc4c(=O)n3-c3ccc(Br)cc3)CC2)cc1
(36) COc1ccc(-n2nnnc2SCC(=O)Nc2ccccc2)cc1
(37) CNC(=S)SCCOc1ccccc1C
(38) CC1(C)CC[C@]2(CO)[C@@H](O)C[C@]3(C)C(=CCC4[C@@]5(C)CC[C@H](O)C(C)(C)C5CC[C@]43C)[C@@H]2C1 (stereo not given in full)
(39) COc1cc(OC)c2c(-c3ccccc3)cc(=O)oc2c1C(CC(=O)N1CCOCC1)c1ccc2c(c1)OCO2 (stereo not given)
(40) O=C(CCSc1nc(-c2ccco2)cc(C(F)(F)F)n1)N1CCN(c2ccccn2)CC1
Assay by compound,33,34,35,36,37,38,39,40
Efflux pump inh,0.0,0.0,0.2,0.1,0.1,0.4,.,0.1
Bcl-xL primary,9,-3,1,0,8,2,6,0
MCL1-BIM inh,8,3,4,5,15,-5,6,-5
GLD-1 TGE inh,3,5,7,-1,3,2,2,0
PME-1 inh,-9,1,-1,-7,3,-6,0,3
GRK2 aptamer HTS,0,2,0,0,3,0,.,0
MEX-5 binding,-7.1,0.5,-0.4,-3.8,-0.3,1.4,-1.0,2.9
VLA-4 inh,-6,-14,-8,8,-23,26,.,6
Fam108B inh,-2,-1,4,1,2,-2,-2,1

(41) O=C1c2cccc3cccc(c23)C(=O)N1c1cccc(O)c1
(42) CC(C)(C)NC(=O)CN(Cc1cccs1)C(=O)CCC(=O)Nc1nccs1
(43) O=C(CN1CCN(C(c2ccccc2)c2ccccc2)CC1)N1N=CCC1c1ccccc1 (stereo not given)
(44) COc1ccc(CSc2nnnn2C)cc1[N+](=O)[O-]
(45) C=CCC[C@@H](Cc1ccc(F)cc1)C(=O)OC[C@@H]1CCCN1C(=O)[C@H](CC=C)CC(=O)N[C@H](CO)Cc1ccccc1
(46) COc1cc(NC(=O)C(C)Oc2ccccc2)c(C(=O)O)cc1OC (stereo not given)
(47) Cc1cc(CN(C)C(=O)c2cc(COc3ccc(F)cc3Cl)on2)n[nH]1
(48) O=C(O)CNC(=O)c1ccc(NC(=O)/C(=C/c2ccccc2)NC(=O)c2ccco2)cc1
Assay by compound,41,42,43,44,45,46,47,48
Efflux pump inh,0.3,0.0,-0.1,0.0,0.8,-0.1,0.0,0.2
Bcl-xL primary,4,-3,1,3,.,6,6,3
MCL1-BIM inh,5,-3,-1,0,.,6,-1,5
GLD-1 TGE inh,-1,0,0,-1,0,-6,-3,1
PME-1 inh,1,0,1,0,.,-2,-2,2
GRK2 aptamer HTS,6,0,0,0,1,3,1,0
MEX-5 binding,-2.2,0.1,2.7,-2.3,.,1.7,0.0,0.5
VLA-4 inh,6,-7,-6,0,-11,-4,-3,16
Fam108B inh,-5,0,0,1,.,-2,2,-4

(49) COC(CNC(=O)CN1C(=O)COc2ccc(S(=O)(=O)N3CCOCC3)cc21)OC
(50) O=C(NCCc1cccs1)C1CC(c2ccccc2[N+](=O)[O-])=NO1 (stereo not given)
(51) Cc1cc(C(=O)Oc2cccnc2)ccc1[N+](=O)[O-]
(52) O=C(CCNC(=O)N1CC(=O)Nc2ccccc21)Nc1ccc(Br)cc1F
(53) CC(=O)N/C(N)=N/c1nc2cc(C)ccc2o1
(54) Cc1cc(=O)oc2ccc(OCC(=O)NCc3ccco3)cc12
(55) COc1ccc(OC)c(/C=C/c2ccc3cccc(O)c3n2)c1
(56) CC(=O)c1ccc(OCc2cc(C(=O)N(C)C(C)c3ccon3)no2)cc1 (stereo not given)
(57) COc1ccc(S(=O)(=O)N2CCN(C/C=C/c3ccccc3)CC2)cc1F
(58) CCc1ccccc1NC(=O)CN(C)C(=O)COC(=O)c1cccnc1Cl
(59) Cc1cccc(C(=O)Nc2cccc(C(=O)N/N=C/c3ccc4c(c3)OCO4)c2)c1
Assay by compound,49,50,51,52,53,54,55,56,57,58,59
Efflux pump inh,0.4,-0.2,-0.1,-0.2,0.1,-0.1,0.0,-0.2,0.0,-0.2,0.0
Bcl-xL primary,-2,-4,3,-1,0,4,12,1,4,.,3
MCL1-BIM inh,-2,-4,-12,-2,1,3,14,0,-5,.,6
GLD-1 TGE inh,1,0,-4,8,6,9,9,4,7,1,1
PME-1 inh,-6,-1,-1,-5,7,6,8,3,-3,.,-5
GRK2 aptamer HTS,0,3,0,3,0,1,6,0,0,2,0
MEX-5 binding,-1.1,-0.7,3.8,-1.1,-0.1,-1.4,-4.0,-2.5,-0.1,.,1.5
VLA-4 inh,1,30,23,2,1,1,-10,6,1,-3,-5
Fam108B inh,2,0,1,3,-1,2,4,-2,2,.,0

# The list is partial (hit frequency here may not be typical).
